High-throughput results deposited in PubChem by National Center for Advancing Translational Sciences (NCATS).
PTHR1 agonist – agonists of human PTHR1 parathyroid hormone receptor. HEK293 GP2 PTHR1 cells, GloSensor cAMP luminescence, 1 h. Potency, µM (top dose mostly 115 µM), inactives show at the highest dose activation, actives largely listed as activators. 410,000 tested, 0.075% active. AID 743266; active = well fitted activation curve with a large enough effect; inconclusive = small, poorly fitted or top-dose-only effect, or another doubt; inactive = no such curve, though single readings can be large or run the other way; note: potency is the fitted concentration of half-maximal effect; nearly all actives have a fitted effect of over 55% in size; some results filed as inactive show a strong effect at the top dose; inactives centre near -15; many of its hits are not listed in these tables
Target sequence (Q03431 whole entry, looked up): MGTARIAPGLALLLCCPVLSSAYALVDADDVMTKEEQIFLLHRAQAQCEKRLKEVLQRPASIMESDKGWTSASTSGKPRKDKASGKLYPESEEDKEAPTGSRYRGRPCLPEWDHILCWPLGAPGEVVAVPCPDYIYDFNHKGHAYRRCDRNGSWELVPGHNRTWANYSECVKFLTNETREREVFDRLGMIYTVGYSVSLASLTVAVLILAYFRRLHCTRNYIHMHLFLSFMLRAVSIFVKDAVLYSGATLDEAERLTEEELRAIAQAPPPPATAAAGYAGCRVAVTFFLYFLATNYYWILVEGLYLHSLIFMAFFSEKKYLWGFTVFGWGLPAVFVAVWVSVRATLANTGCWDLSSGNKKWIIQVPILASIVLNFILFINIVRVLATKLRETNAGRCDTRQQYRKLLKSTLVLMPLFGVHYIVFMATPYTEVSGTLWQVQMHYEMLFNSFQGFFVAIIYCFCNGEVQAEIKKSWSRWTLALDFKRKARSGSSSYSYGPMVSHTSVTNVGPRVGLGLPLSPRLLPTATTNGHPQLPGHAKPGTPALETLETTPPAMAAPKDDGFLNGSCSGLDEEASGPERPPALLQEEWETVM
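HEK-293-derived GP2 cells expressing PTHR1 and a GloSensor cAMP reporter, 3,000/well, plated overnight, given luciferin plus IBMX (each 0.5 mM as added) for 1 h at 37 °C, then compound for 1 h at 37 °C. Luminescence was read after 15 min at room temperature.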
DRD3 agonist – D3 dopamine receptor (human) agonism | P35462 | D3R DiscoveRx beta-arrestin cells, luminescence, 90 min | max activation, % | 410,000 tested, 0.58% active; in the data active = max activation above about 30%; note: 0% is about no effect; mostly tested at two doses, the higher about 12 µM
Target sequence (P35462 whole entry, looked up): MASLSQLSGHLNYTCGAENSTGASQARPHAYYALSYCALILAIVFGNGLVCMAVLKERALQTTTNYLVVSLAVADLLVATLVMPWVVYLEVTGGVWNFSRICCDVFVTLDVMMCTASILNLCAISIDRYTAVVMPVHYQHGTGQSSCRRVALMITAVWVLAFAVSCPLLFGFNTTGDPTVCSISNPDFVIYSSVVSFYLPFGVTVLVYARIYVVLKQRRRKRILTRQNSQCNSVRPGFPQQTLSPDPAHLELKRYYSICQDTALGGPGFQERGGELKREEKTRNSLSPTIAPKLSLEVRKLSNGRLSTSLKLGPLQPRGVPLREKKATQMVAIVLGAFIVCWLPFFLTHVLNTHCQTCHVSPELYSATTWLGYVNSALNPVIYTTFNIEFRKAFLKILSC
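Agonist-mode cell screen: cells plated at 1500/well and incubated overnight at 37 °C, then exposed to library compounds for 90 min at 37 °C. Detection reagent was added for 30–60 min at room temperature, and luminescence was read.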
The depositor's hits bear a star; i = inactive; ? = inconclusive; [ ] = remark or other dose. This is a subset; rates above refer to the full screens.

structure,PTHR1 agonist,DRD3 agonist
CCc1ccc2occ(CC(=O)N(Cc3ccc(N(C)C)cc3)C3CCS(=O)(=O)C3)c2c1 (stereo unspecified),i,0.0
Cn1c(=O)c2c(SCC(=O)N3CCc4ccccc43)nc(-c3ccc(Cl)cc3)nc2n(C)c1=O,-2.3%,4.8
CCOC(=O)c1cc2c(=O)n3ccccc3nc2n(Cc2ccco2)c1=NC(=O)c1ccc(C)c(C)c1,-1.6%,19.0
Cc1ccc(S(=O)(=O)c2[nH]c(-c3ccccc3)nc2SCC(N)=O)cc1,-7.6%,6.4
Cc1ccc(C(=O)NC2(C(F)(F)F)C(=O)Nc3c2c(=O)[nH]c(=O)n3CCc2ccccc2)cc1 (stereo unspecified),i,-9.4
O=C(NCCc1ccc(Cl)cc1)c1cccn1-c1nnc(N2CCCC2)s1,-56.2%[inhibitor],7.1
CCn1c(C(=O)NCCc2ccc(OC)c(OC)c2)cc2sc(Cl)cc21,i,-23.3
CN(C)c1ccc(C(=O)Nc2c(C(=O)NC(C)(C)C)oc3ccccc23)cc1,i,-11.3
COc1cc(Nc2nc(SCc3ccccc3F)nc3ccccc23)cc(OC)c1,i,8.1
COc1ccccc1NC(=O)C(=O)c1cc(C)n(-c2cc(C)cc(C)c2)c1C,i,5.9
Cc1cccc(CSc2nc3c([nH]c4ccccc43)c(=O)n2C)c1,i,1.4
O=C(CSCc1ccc(F)cc1)N1CCc2c([nH]c3ccccc23)C1c1ccc(Cl)cc1 (stereo unspecified),i,-10.0
CCOCc1cc(CN2CCN(c3ccccc3OC)CC2)c(O)c2ncccc12,i,-20.1
CC(=O)c1ccc(S(=O)(=O)N2CCn3cccc3C2c2ccc(F)c(F)c2)cc1 (stereo unspecified),-21.3%,5.3
CCOc1ccc(-c2nnc(SCC(=O)NC3CCCC3)nc2-c2ccc(OCC)c(OC)c2)cc1OC,i,5.3
CCOC(=O)c1ccc(NC(=O)c2ccc(=O)n(Cc3cccc(C)c3)c2)cc1,-43.7%[inhibitor],-2.9
O=C(CC1N=C2c3ccccc3N=C(SCC(=O)Nc3cccc(C(F)(F)F)c3)N2C1=O)NCc1cccs1 (stereo unspecified),i,4.8
Cc1ccc(C)c(NC(=O)Cn2cc(C(=O)c3ccncc3)c(=O)c3cc(F)ccc32)c1,i,-7.0
CCN1CCN(C(=O)Cn2c(-c3cccs3)cc3ccccc32)CC1,10.9%,5.5
CCOc1ccc(NC(=O)NCc2c(-n3cccc3)sc3c2CCCC3)cc1,-18.3%,-6.5

Carrying on:
structure,PTHR1 agonist,DRD3 agonist
COc1ccc(C)cc1NC(=O)COc1cc(=O)n(C)c2ccccc12,-10.1%,1.2
CCN(CC)CCCNc1cc(-c2ccccc2)nc(C)n1,i,-1.4
COc1ccc(OC)c(CCNC(=O)c2cc3c(s2)-c2c(C)cccc2OC3)c1,i,-11.8
COc1ccc(CNC(=O)c2cc(-c3ccc(OC)c(OC)c3)nc3n[nH]c(-c4ccc(C)cc4)c23)cc1,14.4%,8.6
O=C(NCc1ccc2c(c1)CCN2C(=O)c1ccccc1)Nc1cc(F)ccc1F,-86.3%[inhibitor],-16.2
Clc1cccc(CSc2nncn3c2cc2sccc23)c1,i,-10.4
CCOC(=O)CC(NS(=O)(=O)c1ccc2[nH]c3c(c2c1)CCCC3)c1ccccc1Cl (stereo unspecified),-44.9%[inhibitor],7.5
COc1ccc(NC(=O)CSc2nc(-c3ccccc3)c3ccccc3n2)cc1,i,-23.1
Cc1c(Cl)cccc1NC(=O)CN1C(=O)CCn2nc(-c3cccn3C)cc21,20.6%,0.7
CCCCC(=O)Oc1ccc2oc(-c3ccc(OC)cc3)cc(=O)c2c1,-46.1%[inhibitor],13.8
COc1ccc(C)cc1NC(=O)Cn1c(=O)n(Cc2nc(C)no2)c(=O)c2ccccc21,i,-15.1
COc1ccc(N(CC(=O)NCCc2ccc(C)cc2)S(=O)(=O)c2c(C)nn(C)c2C)cc1,-24.4%,-3.3
CCOc1ccc(NC(=O)C2(c3cccs3)CCOCC2)cc1,i,-2.2
CCc1ccc(NS(=O)(=O)c2ccc3[nH]cc(C(=O)NCCCOC(C)C)c(=O)c3c2)cc1,i,7.0
O=C(NCc1ccc2c(c1)OCO2)c1ccc2c(c1)N(Cc1c(F)cccc1Cl)C(=O)c1ccccc1S2,i,-6.8
COc1ccc(Br)cc1C1Sc2ccccc2NC2=C1C(=O)c1ccccc12 (stereo unspecified),0.5%,1.9
Cc1ccccc1OCc1nnc(SCc2cc(=O)c3ccc(C)c(C)c3[nH]2)n1C,-29.9%,-8.2
CCc1ccc(-n2c(C)nc3cc(C(=O)NCCc4ccccc4)ccc32)cc1,-43.3%[inhibitor],-13.9
COc1cc(NC(=O)c2cc3c(s2)-c2ccccc2OC3)cc(OC)c1OC,-17.4%,6.9
CCOc1ccc(-n2c(SCc3ccc(C(=O)OC)o3)nc3c([nH]c4ccccc43)c2=O)cc1,i,-6.4

Other records follow:
structure,PTHR1 agonist,DRD3 agonist
Cc1ccc(C)c(NC(=O)CN2C(=O)CSc3nc(C)cc(C)c32)c1,i,8.2
COc1ccc(/C=C(\NC(=O)c2ccccc2)C(=O)NC2CCCCC2)cc1,14.4%,-16.7
CCOc1ccc(NC(=O)CCn2c(-c3ccc(F)cc3)cc(C(C)=O)c2C)cc1,-9.8%,-1.0
Cc1ccc(CN2C(=O)c3ccccc3CC2(C)C(=O)NC2CCCCC2)cc1 (stereo unspecified),i,0.6
CCOC(=O)c1c(Nc2ccc(F)cc2)nnc(-c2ccccc2)c1-c1ccccc1,-20.3%,13.9
Cc1ccc(S(=O)(=O)CCC(=O)N2CCN(c3nc4c(C)c(C)ccc4s3)CC2)cc1,-9.5%,1.5
COC(=O)c1ccc2c(c1)sc(=NC(=O)c1ccc(S(=O)(=O)N3CCCCC3)cc1)n2C,2.0%,7.1
COCc1cc(C)nc2c1C(=O)NC(c1ccc(F)cc1)N2Cc1ccccc1 (stereo unspecified),-1.2%,2.2
Cc1ccc(NC(=O)c2cnc(SCC(=O)Nc3cc(C)on3)n(C)c2=O)cc1,i,0.8
CCOc1ccccc1CNC(=O)c1oc2c(c1C)-c1nn(Cc3cccc(Cl)c3)cc1CC2,i,-13.3
Cc1c(C)n(Cc2ccccc2)c2ccc(C(=O)N3CCN(c4ccccc4F)CC3)cc12,i,3.4
CCn1cc(C(=O)N2CCN(c3ccc(C)cc3)C(C)C2)c(=O)c2cc(S(=O)(=O)N3CCCC3)ccc21 (stereo unspecified),-2.7%,-10.9
CCOC(=O)c1cccc(NS(=O)(=O)c2ccc(-c3coc(C)n3)cc2)c1,i,2.0
COc1ccc(OC)c(CNC(=O)CN(c2ccc(C)cc2)S(=O)(=O)N(C)C)c1,-2.3%,10.0
CCc1nn(CC(=O)Nc2c(C)cc(C)cc2C)c(=O)c2cc3sccc3n12,?,0.1
Cc1c(Nc2nc3ccccc3n3c(C)nnc23)cccc1C(=O)O,-5.7%,8.4
CN(C1CCCCC1)S(=O)(=O)c1ccc2c(c1)c(=O)c(C(=O)NCc1ccccc1Cl)cn2C,-2.2%,9.2
Cc1ccc2nc(NCc3ccccc3)c3nncn3c2c1,i,4.6
CNC(=O)Cn1c(=O)c2cccn2c2ccc(F)cc21,i,-10.1
CN1C(=O)c2ccccc2Sc2ccc(NC(=O)NCc3cccc(Cl)c3)cc21,-38.3%[inhibitor],-15.5

(further entries)
structure,PTHR1 agonist,DRD3 agonist
CCOc1ccc(NC(=O)c2cnn3c2NC(c2ccccc2)=CC3c2cccc(OC)c2OC)cc1 (stereo unspecified),-20.2%,0.3
COc1ccc(Nc2ncc3c(n2)CCN(Cc2ccc(Br)s2)C3)c(OC)c1,i,7.0
CCC(C)Nc1oc(-c2ccc(COc3ccc(Cl)cc3)o2)nc1C#N (stereo unspecified),-93.7%[inhibitor],9.7
COc1ccc(S(=O)(=O)c2c(Nc3ccc(C)cc3C)sc(C(=O)c3ccc(F)cc3)c2N)cc1,i,-6.7
CCCN(CCC)C(=O)C(Cc1ccccc1)NS(=O)(=O)c1ccc2c(c1)c(=O)n(C)c(=O)n2C (stereo unspecified),i,-5.8
CN1C(=O)C2(c3ccccc31)N(c1ccc(Br)cc1)C(=O)CS2(=O)=O (stereo unspecified),i,-0.6
CCCCNS(=O)(=O)c1ccc2nc(-c3cccnc3)cc(C(=O)NCCC)c2c1,i,5.5
COc1ccc(-n2c(C)nc3c(cnn3-c3ccc(C)c(C)c3)c2=O)cc1Cl,-17.3%,4.6
Cc1c(C(=O)OC2CCCCC2)[nH]c2c1C(=O)CC(c1ccccc1Cl)C2 (stereo unspecified),-2.6%,-6.8
COc1ccc(N2CC(NC(=O)c3ccc(S(=O)(=O)N4CCOCC4)cc3)CC2=O)cc1 (stereo unspecified),i,10.8
COc1ccc(Cl)cc1NC(=O)CCc1c(C)nc2c(c1C)c(=O)n(C)c(=O)n2C,-8.4%,2.4
CC1CCN(S(=O)(=O)c2csc(C(N)=O)c2)CC1,?,-3.2
CC(C)(C)C(=O)Nc1c(C(=O)N2CCN(c3ccc(F)cc3)CC2)oc2ccccc12,i,-6.8
O=C(CN1C(=O)COc2ccc(S(=O)(=O)N3CCOCC3)cc21)N1CCN(c2cccc(C(F)(F)F)c2)CC1,-4.6%,-0.3
Cc1cccc(NC(c2ccccc2C)c2ccc3ccc(C)nc3c2O)n1 (stereo unspecified),-30.1%[inhibitor],-22.2
CCc1ccccc1N(C)C(=O)c1cc2c(Cl)nc3ccc(C)cc3c2s1,-24.0%,4.0
O=C(CN1c2ccccc2S(=O)(=O)c2ccccc21)Nc1cccc(C(F)(F)F)c1,-31.0%,-7.2
CC(C)(C)OC(=O)N1CCC(c2c(C(=O)N3CCN(c4ccccn4)CC3)cnn2-c2ccccc2Cl)CC1,i,-14.7
CCOC(=O)c1ccc(NC(=O)C(CC)Sc2nc3ncccc3o2)cc1 (stereo unspecified),-16.8%,-18.5
Cc1ccc(CNC(=O)c2ccccc2NC(=O)c2nsc3ccccc23)cc1,i,-6.8

One compound at a time (already shown).
`CCC(C)Nc1oc(-c2ccc(COc3ccc(Cl)cc3)o2)nc1C#N` (stereo unspecified) is listed with PTHR1 agonist = -93.7%[inhibitor]; DRD3 agonist = 9.7
`Cc1cccc(NC(c2ccccc2C)c2ccc3ccc(C)nc3c2O)n1` (stereo unspecified) is listed with PTHR1 agonist = -30.1%[inhibitor]; DRD3 agonist = -22.2
`COc1ccc(Nc2ncc3c(n2)CCN(Cc2ccc(Br)s2)C3)c(OC)c1` is listed with PTHR1 agonist = i; DRD3 agonist = 7.0

The results go on.
structure,PTHR1 agonist,DRD3 agonist
Cc1cn2c(=O)cc(COc3cccc(NC(=O)c4cccc(F)c4)c3)nc2s1,-6.3%,5.3
Cc1ccccc1C(=O)Nc1nc2nc(-c3ccccc3)cc(=O)n2[nH]1,i,3.2
CCOc1ccc(OCC)c(NC(=O)C2CCCN(S(=O)(=O)c3ccc4c(c3)oc(=O)n4C)C2)c1 (stereo unspecified),-28.8%,3.3
Cc1ccc(CNC(=O)c2nc(SCc3ccc(F)cc3)ncc2Cl)cc1,i,-10.7
N#Cc1nc(/C=C/c2ccc(F)cc2)oc1N1CCN(c2ccccc2)CC1,-21.6%,-0.4
Cc1ccc(NC(=O)CN2C(=O)C(c3ccccc3)=NC23CCCCC3)cc1C,-52.6%[inhibitor],2.7
COc1ccc(NC(=O)c2cc(C3CC3)nc3c2c(C)nn3-c2ccc(C)cc2)cc1OC,-22.9%,0.2
CCOC(=O)c1cccc(NC(=O)Cc2ccc(NC(=O)N3CCCCc4ccccc43)cc2)c1,i,-5.9
Cc1nn(-c2ccccc2)c2c1N(CCCC(=O)NCc1ccc(Cl)cc1)C(=O)CS2,-5.6%,-8.0
CC(C)(C)OC(=O)N1CCC(c2c(C(=O)NCc3ccccn3)cnn2-c2ccc(F)cc2)CC1,i,-1.0
COc1ccc(-n2nnc(-c3nsc(NC(=O)c4ccc(C)c(C)c4)n3)c2C)cc1Cl,0.1%,41.8*
CCc1ccc(OCC(=O)Nc2cc(-c3ccc(C)cc3)no2)cc1,i,-4.2
Cc1ccc(OCC(=O)Nc2nc(-c3ccc(Br)cc3)ns2)cc1C,i,3.7
COc1ccc(NC(=O)c2c(C)oc3ccc(O)c(CN4CCCC(C)C4)c23)cc1 (stereo unspecified),-2.9%,1.5
CCCN(c1ccccc1F)S(=O)(=O)c1ccc2c(c1)C(C)(C)C(=O)N2C,-8.0%,1.2
FC(F)(F)c1cccc(Nc2nc3nonc3nc2Nc2ccc(Cl)cc2)c1,-42.9%[inhibitor],-11.0
COc1ccc2c(c1)c1c(c(=O)n(Cc3ccccc3)c(=O)n1Cc1ccccc1Cl)n2C,-5.0%,2.6
